# Bioassay records (PubChem BioAssay)
# SW480 rereplic: induces DNA re-replication in SW480 colon adenocarcinoma cells; SW480 DNA re-replication, Hoechst DNA content imaging, 48 h; 340,000 tested, 1.8% active; Potency, µM (top dose mostly 46.1 µM), inactives show top-dose re-replication activation, actives largely listed as activators; note: potency is the fitted concentration of half-maximal effect; % of control where 0% means no effect; nearly all actives have a fitted effect of over 55% in size
#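 Compounds, transferred as 23 nL by pin tool, were incubated with cells for 48 hr; DNA content per nucleus was then quantified by Hoechst staining and fluorescence plate imaging.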
# DRD3 antagonist: antagonists of human D3 dopamine receptor | P35462 | D3R cells, DiscoveRx beta-arrestin luminescence, antagonist mode; hits give low values | max response, negative = inhibition, % | 360,000 tested, 2.5% active; in the data active = max response below about -50%; inconclusive = no clear call, values can overlap the other calls; note: % is set by controls: 0 for no effect and ±100 for the full control effect; mostly tested at two doses, the higher about 12 µM
# Target sequence (P35462 whole entry, looked up): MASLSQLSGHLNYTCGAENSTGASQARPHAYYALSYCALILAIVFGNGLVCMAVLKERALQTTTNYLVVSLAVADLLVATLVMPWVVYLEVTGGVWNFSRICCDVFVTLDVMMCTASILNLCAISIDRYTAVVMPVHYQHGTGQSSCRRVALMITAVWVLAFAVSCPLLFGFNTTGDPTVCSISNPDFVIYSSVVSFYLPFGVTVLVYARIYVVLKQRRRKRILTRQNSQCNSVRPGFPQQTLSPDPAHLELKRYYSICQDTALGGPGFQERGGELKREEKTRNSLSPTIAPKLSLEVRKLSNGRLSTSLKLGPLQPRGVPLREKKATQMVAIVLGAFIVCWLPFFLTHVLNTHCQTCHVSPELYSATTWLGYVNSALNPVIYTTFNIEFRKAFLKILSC
#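 Cells plated overnight at 1500 cells/well, then exposed to library compounds with dopamine controls for 90 minutes at 37 degrees C. DiscoveRx reagent added for 30–60 minutes at room temperature; luminescence read, quantitative HTS format.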
# IL1B secr inh: blocks inflammasome-driven IL-1 beta release | 360,000 tested, 4.7% active | activity change, % at 57.5 µM | THP-1 LPS/ATP IL-1B secretion, AlphaLISA, 16 h; hits give low values; in the data active = activity change below about -50%; inconclusive = mostly about -30% to -49%; note: % is set by controls: 0 for no effect and ±100 for the full control effect
#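 THP-1 cells pretreated 1 hr with compounds (up to 57.5 uM final), then stimulated with LPS (250 ng/mL final) plus ATP (1.25 mM final); secreted IL-1B measured by AlphaLISA after 16 hr, decreased signal indicating inhibition.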
# KB-V1 MDR tox: kills drug-selected multidrug resistant KB-V1 cells. KB-V1 MDR cells viability, CellTiter-Glo, 72 h. Potency, µM (top dose mostly 46.1 µM), for the others: at the top dose activity change, negative = cytotoxicity, most hits filed as cytotoxic. 400,000 tested, 3.4% active. AID 1347076; note: potency is the fitted concentration of half-maximal effect; % is set by controls: 0 for no effect and ±100 for the full control effect; nearly all actives have a fitted effect of over 60% in size
#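 Following 72 h at 37 degrees C with compound, KB-V1 cell viability was read by CellTiter-Glo luminescence, medium being phenol-red-free DMEM plus 10% FBS; concentration-response parameters came from normalized, curve-fitted qHTS data.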
# HT1080 IDH1KD tx: kills HT-1080 cells with IDH1 knockdown. 360,000 tested, 2% active. Potency, µM (highest dose often 46.1 µM), for inactives: at the top dose activity, negative = toxicity, hits mostly cytotoxic. HT-1080 IDH1 knockdown viability, ATP luminescence, 48 h;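 note: potency is the fitted concentration of half-maximal effect; 0% = DMSO wells and -100% = cell-free medium wells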
#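 HT-1080-IDH1KD cells (IDH1 knocked down), 750/well in RPMI with 5% FBS, treated with compound 48 h at 37 degrees C. Viability by CellTiter-Glo luminescence, normalised to DMSO and no-cell wells; concentration-response curves classed.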
# HT1080NT lethal: kills 2HG-producing HT-1080-NT fibrosarcoma cells. Potency, µM (highest dose often 46.1 µM), for the others: at the top dose activity, negative = less viability, most hits filed as cytotoxic. 360,000 tested, 1.6% active. HT-1080-NT fibrosarcoma viability, CellTiter-Glo ATP luminescence, 48 h. AID 686970;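 note: NT is the 2HG producing partner of a matched IDH1 knockdown line; potency is the fitted concentration of half-maximal effect; 0% = DMSO-treated cells and -100% = media-only wells without cells; nearly all actives have a fitted effect of over 55% in size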
#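 A 48-hour cytotoxicity screen used HT-1080-NT cells plated 2 hours before compound delivery. ATP-based CellTiter-Glo luminescence measured viability, normalized to DMSO and no-cell controls.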
# KB-3-1 cytotox: KB-3-1 parental cell cytotoxicity | KB-3-1 viability, CellTiter-Glo ATP luminescence, 72 h | Potency, µM (series often up to 46.1 µM), for the others: at the top dose activity change, negative = cytotoxic, hits mostly cytotoxic | 400,000 tested, 1.4% active; note: potency is the fitted concentration of half-maximal effect; % is set by controls: 0 for no effect and ±100 for the full control effect; nearly all actives have a fitted effect of over 60% in size
#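 Luminescent ATP read-out (CellTiter-Glo) measures survival of drug-naive KB-3-1 cells after 72 h compound exposure at 37 °C. Titration series was screened from lowest to highest concentration, with DMSO vehicle plates as background controls.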
# DRD3 agonist: agonists of human D3 dopamine receptor; P35462; D3R DiscoveRx beta-arrestin cells, luminescence, 90 min; max activation, %; 410,000 tested, 0.58% active; AID 652048; in the data active = max activation above about 30%; note: 0% is about no effect; mostly tested at two doses, the higher about 12 µM
#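 Cells at 1500/well, incubated overnight, then treated with pinned compounds (dopamine as control) for 90 min at 37 degrees C. DiscoveRx reagent added for 30 - 60 minutes at room temperature; luminescence read.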
# GLP-1R agonist: activates the human GLP-1 receptor; HEK293 GLP-1R CRE-luciferase, luminescence, 4-6 h; cells express a hypersensitive GLP-1R form; AID 624172; P43220; Potency, µM (top dose mostly 45.6 µM), for the others: at the highest dose activation, most hits filed as activators; 380,000 tested, 0.007% active; note: potency is the fitted concentration of half-maximal effect; % of control where 0% means no effect
# Target sequence (P43220 whole entry, looked up): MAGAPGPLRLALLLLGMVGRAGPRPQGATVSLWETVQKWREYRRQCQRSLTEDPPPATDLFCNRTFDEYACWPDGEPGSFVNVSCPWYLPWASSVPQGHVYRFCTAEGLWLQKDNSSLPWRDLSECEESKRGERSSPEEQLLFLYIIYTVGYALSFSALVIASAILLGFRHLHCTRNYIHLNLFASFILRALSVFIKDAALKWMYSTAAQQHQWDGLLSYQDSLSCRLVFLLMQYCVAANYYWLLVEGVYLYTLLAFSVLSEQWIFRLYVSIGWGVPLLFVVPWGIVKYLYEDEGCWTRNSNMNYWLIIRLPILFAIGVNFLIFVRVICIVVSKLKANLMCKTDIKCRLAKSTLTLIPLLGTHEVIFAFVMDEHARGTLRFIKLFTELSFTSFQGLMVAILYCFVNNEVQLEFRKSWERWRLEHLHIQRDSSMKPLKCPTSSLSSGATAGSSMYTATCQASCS
# * marks the source's active call; other numbers are inactive results; ? = inconclusive; . = not tested or not shown; [ ] = another dose, or the depositor's remark. Unless noted, calls come from the whole dose curve; as a rule, active = well fitted curve in the direction sought with a large enough effect; inconclusive = small, poorly fitted or top-dose-only effect, or another doubt; inactive = no such curve, though single readings can be large; an effect the other way counts as inactive or inconclusive.
SMILES,SW480 rereplic,DRD3 antagonist,IL1B secr inh,KB-V1 MDR tox,HT1080 IDH1KD tx,HT1080NT lethal,KB-3-1 cytotox,DRD3 agonist,GLP-1R agonist
COc1ccc(CCNC(=O)CSc2nnc(-c3cccc(C)c3)o2)cc1OC,-14.7%,14.0,-17.8,?,-0.5%,2.5%,12.0%,1.3,6.8%
COc1ccc(-c2nnc(SCC(=O)c3[nH]c(C)c(C(C)=O)c3C)o2)cc1,5.4%,13.9,49.2,?,-11.0%,-7.5%,-14.1%,14.5,0.2%
Cc1ccc(CNC(=O)CCCn2c(=O)c3ccccc3n(CC(=O)Nc3ccc(C)c(C)c3)c2=O)cc1,.,.,.,-3.9%,.,.,1.9%,3.8,0.8%
CC1CCCC(C)N1CCCNC(=O)Cn1ncc2c([nH]c3ccccc32)c1=O (centres undefined),23.1%,-0.7,0.0,24.1%,20.7%,3.6%,3.9%,-2.8,5.4%
CCc1ccc(/C=N/NC(=O)c2nnn(-c3nonc3N)c2CN2CCc3ccccc32)cc1,-6.9%,-21.8,-10.2,4.9%,-25.0%,-1.4%,10.9%,3.4,10.1%
O=C(COc1ccc(Cl)cc1)NCc1n[nH]c(=O)c2ccccc12,-16.9%,-4.3,-2.3,13.5%,-0.9%,3.6%,9.9%,2.6,-1.6%
O=C(OCC(=O)N1CCCc2ccccc21)c1ccc(F)c(S(=O)(=O)N2CCOCC2)c1,-45.5%[inhibitor],2.0,31.4,-3.2%,3.6%,8.8%,-0.5%,-4.0,13.7%
COc1ccc(C2=NN(CCC(=O)NC3CCC(C)CC3)C(=O)CC2)cc1 (centres undefined),-3.0%,-1.7,-19.1,-0.7%,23.3%,11.2%,4.9%,4.2,8.8%
OC(COc1ccccc1)CN1CCCCCC1 (centres undefined),8.7%,-17.6,11.9,5.8%,3.1%,-1.7%,0.4%,-6.4,0.1%
Cc1ccc2nc(-c3ccccc3)c(CN3CCN(c4ccccc4F)CC3)n2c1,14.8%,-3.1,-1.5,-14.0%,1.0%,-1.3%,-13.1%,-0.6,6.5%
CN1C(C)(C)CC(=NOC(=O)c2ccccc2)CC1(C)C,-2.7%,7.6,28.4,9.2%,3.0%,5.4%,3.8%,1.0,2.9%
CCc1ccc(OCC(=O)Nc2ccc(CN3CCCCC3)cc2)cc1,-295.1%[inhibitor],0.7,-7.9,25.6%,-1.6%,10.4%,18.9%,-7.5,28.6%
COc1cc(C(=O)Nc2nc(-c3cc(C)ccc3C)c(C)s2)ccc1OCC(=O)Nc1ccc(F)cc1,-6.6%,3.0,32.4,?,-10.5%,-8.1%,-22.9%,4.2,1.6%
Cc1nn(CC#N)c(=O)n1-c1ccccc1F,3.5%,-6.0,2.6,11.1%,18.9%,19.8%,0.3%,0.1,-10.9%
COc1ccc(C(=O)CSc2nnc3ccccn23)cc1OC,-85.4%[inhibitor],7.0,-6.7,4.0%,4.9%,0.3%,0.2%,-0.6,-6.4%
Cc1ccc(S(=O)(=O)N(C)C[C@@H]2OCc3cnnn3CCCC(=O)N([C@H](C)CO)C[C@@H]2C)cc1,.,-23.1,14.6,-4.6%,-1.5%,1.8%,3.4%,0.8,-2.2%
C=CCNC(=O)c1onc(CSc2cccc(OCC)c2)c1C(=O)O,-0.5%,-13.7,32.9,-10.2%,?,-5.3%,-8.0%,1.7,-3.1%
Cc1ccc(Cn2c(C(=O)NCc3ccccc3Cl)cc3sccc32)cc1,.,.,.,0.0%,.,.,6.0%,-20.4,-6.5%
CC(O)c1nc2ccccc2n1C1CCCCC1 (centres undefined),-5.1%,8.4,15.6,24.1%,1.5%,-4.0%,11.7%,0.7,5.3%
COc1ccc(OCCN2C(=O)NC3(CCc4ccccc4C3)C2=O)cc1 (centres undefined),-5.1%,6.5,25.3,9.4%,-4.2%,-1.3%,11.5%,0.1,0.8%
CCc1ccc(C(=O)N2CCN(c3ccc(F)cc3)CC2)s1,-3.2%,-17.8,0.0,-17.0%,1.4%,-1.0%,-17.1%,0.3,1.2%
O=C(CN(CC1CCCO1)C(=O)CNS(=O)(=O)c1ccccc1)NCc1ccc(F)cc1 (centres undefined),-33.9%,11.3,-3.6,23.2%,14.2%,16.2%,11.1%,19.7,9.2%
Cc1cc(N2CCN(S(=O)(=O)Cc3ccccc3)CC2)n2ncnc2n1,-0.5%,19.9,-8.5,1.1%,7.9%,-0.9%,9.4%,-9.3,2.9%
CC(C)(C)OC(=O)C(Cc1ccc(OC(C)(C)C)cc1)NC(=O)CNC(=O)OCc1ccccc1 (centres undefined),-30.3%,17.0,-70.8*,2.91µM*,-13.7%,0.0%,?,-2.3,10.1%
CCOC(=O)N1CCN(C(C(=O)NC2CCCC2)c2cccc(OC)c2OC)CC1 (centres undefined),.,19.2,0.0,?,16.8%,5.4%,10.9%,7.2,.

# Reformatted with two lines to a compound: part of the list above.
# Each structure is followed by: SW480 rereplic, DRD3 antagonist, IL1B secr inh, KB-V1 MDR tox, HT1080 IDH1KD tx, HT1080NT lethal, KB-3-1 cytotox, DRD3 agonist, GLP-1R agonist
COc1ccc(-c2nnc(SCC(=O)c3[nH]c(C)c(C(C)=O)c3C)o2)cc1
 : 5.4%, 13.9, 49.2, ?, -11.0%, -7.5%, -14.1%, 14.5, 0.2%
O=C(COc1ccc(Cl)cc1)NCc1n[nH]c(=O)c2ccccc12
 : -16.9%, -4.3, -2.3, 13.5%, -0.9%, 3.6%, 9.9%, 2.6, -1.6%

# (listing goes on)
SMILES,SW480 rereplic,DRD3 antagonist,IL1B secr inh,KB-V1 MDR tox,HT1080 IDH1KD tx,HT1080NT lethal,KB-3-1 cytotox,DRD3 agonist,GLP-1R agonist
CC(C)(C)OC(=O)C[C@H]1C/C=C\C[C@H](CC(=O)N[C@H](CO)Cc2ccccc2)C(=O)N[C@@H](Cc2ccccc2)COC1=O,-5.1%,3.5,0.0,13.3%,2.5%,17.5%,17.3%,-11.8,7.1%
CC(=O)N1CCN(c2ccc(Oc3ccc([N+](=O)[O-])c(C(F)(F)F)c3)cc2)CC1,8.3%,-20.1,-82.5*,5.17µM*,-29.0%,?,?,5.0,9.5%
COc1ccccc1N(C)S(=O)(=O)c1ccc(C(=O)NCC(C)C)cc1,-5.0%,-21.9,16.2,23.1µM*,4.0%,5.4%,-2.8%,-2.3,2.1%
S=C1SCCN1Cc1ccccc1,-1.5%,-1.1,12.9,4.3%,14.5%,8.3%,10.2%,1.9,10.4%
O=C(Nc1ccccn1)c1cccc(S(=O)(=O)N2CCCc3ccccc32)c1,-0.9%,-6.0,12.8,-2.3%,-21.7%,-7.5%,-15.7%,-0.6,15.7%
CC(=O)c1ccc(N2CCN(C(=O)c3ccc(C(=O)c4ccccc4)cc3)CC2)cc1,11.3%,7.2,3.6,-4.8%,2.9%,-6.3%[9.24 µM],-2.8%,-12.5,2.5%
CC(=O)c1sc(N/N=C2\CC3CCC2(C)C3(C)C)nc1C (centres undefined),-74.4%[inhibitor],-17.3,8.9,?,?,23.1µM*,-1.6%,-2.5,11.0%
Cc1ccc2c(c1)N(CC(=O)NCCCN1CCN(C)CC1)C(=O)CO2,6.5%,10.8,-4.9,-4.0%,10.5%,-0.3%,-8.0%,-14.1,-1.3%
CN(C)c1ncnc2c1nnn2C1OC(CO)C(O)C1O (centres undefined),.,-9.6,95.8,1.64µM*,0.461µM*,0.581µM*,-72.0%,-0.8,-4.0%
COc1cccc(-c2ccc(SCC(=O)NC3CCCC3)nn2)c1,-3.7%,31.0,20.3,?,9.0%,6.0%,24.4%,12.3,-6.2%
CCCCNc1nc(C)c(C(C)=O)cc1C#N,-15.0%,11.6,8.3,0.0%,8.1%,1.2%,7.3%,7.0,17.9%
COc1cccc(NC(=O)CSc2nc3c(sc4ccccc43)c(=O)n2CCN(C)C)c1,-10.7%,-0.2,-107.8*,-11.7%,-10.5%,1.6%,0.5%,2.2,7.0%
Cc1cc(C)nc(NC(=O)c2cnc3sccn3c2=O)n1,-6.3%,4.4,20.5,?,12.0%,20.7%,24.8%,1.6,0.6%
COc1ccc(NC(=O)c2cc3c(=O)n4ccccc4nc3n2C)cc1OC,4.6%[1.84 µM],-16.8,-23.5,-7.9%,4.6%,-4.0%,-7.9%,-10.2,-4.0%
COC(=O)C1=C(C)N(Cc2ccccc2)C(=NCc2cccc(C(F)(F)F)c2)N[C@H]1c1cccc(F)c1,?,12.6,-103.7*,?,?,?,?,-14.9,-20.9%
O=C1OC(CN2CCOCC2)CN1N=Cc1ccc([N+](=O)[O-])o1 (centres undefined),?,9.6,11.8,?,?,-25.6%,-3.1%,15.9,-3.7%
CC(C)(C)NC(=S)NCc1ccco1,-9.1%,5.7,12.3,3.8%,9.4%,6.8%,5.2%,8.8,-0.5%
Cc1ccc(CN(C)c2nc(-c3cccnc3)nc3ccccc23)o1,-69.3%[inhibitor],8.1,-27.7,5.8%,-12.7%,-29.8%,-19.5%,0.9,18.1%
CC(C)NS(=O)(=O)c1ccc(CCC(=O)NCc2ccc3c(c2)OCO3)cc1,29.3%,6.9,4.3,-40.5%,1.6%,-6.0%,4.6%,2.6,10.5%
Cc1ccccc1C(=O)O,-3.2%,10.2,4.6,0.2%,1.3%,-3.3%,0.0%,22.9,4.3%
CC1=NN(C(=O)CSCc2ccccc2)C(O)(c2ccccc2)C1 (centres undefined),18.6%,1.1,8.6,-5.2%,-1.5%,14.6%,-3.7%,-0.4,-4.0%
CCCCn1c(=O)[nH]c(=O)c2c1nc(-c1ccc(C)c([N+](=O)[O-])c1)n2CC,?,23.8,-18.0,?,-10.8%,-15.6%,0.0%,27.0,22.4%
Cc1cc(C)n2nc(C(=O)OCC(=O)c3ccccc3)nc2n1,8.2µM*,3.1,-0.5,0.0%,-29.2%,-4.3%,0.0%,-10.0,-10.1%
Clc1ccc(Nc2nc(NCCN3CCOCC3)nc(N3CCOCC3)n2)cc1,9.2µM*,-8.8,-67.0*,?,-14.4%[9.24 µM],?,?,0.3,13.0%
